Compound activity (PubChem)
RPL19A TOR yeast: alters RPL19A-GFP fluorescence in TOR pathway yeast screen; S. cerevisiae RPL19A-GFP strain, flow cytometry, 3 h; stronger effect = lower value; percent response vs DMSO, % at 10 µM; actives 0.3% (n = 330,000); AID 2025;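 active = percent response vs DMSO below 50%; inconclusive = fewer than 70 events counted for the yeast strain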;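 also: median channel GFP fluorescence of the barcoded RPL19A-GFP strain; ratio of sample median GFP to plate DMSO average so 100% = DMSO; lower means less RPL19A-GFP as with rapamycin TOR inhibition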
VLA-4 inh: inhibition in a human VLA-4 binding assay. inhibition, % (about 7 µM as worked out from the volumes in the protocol). P13612. AID 2557. VLA-4 expressing cells, ligand binding flow cytometry. actives 0.2% (n = 330,000); in the data active = inhibition above about 50%
LAP4 TOR yeast: modulators of TOR pathway LAP4-GFP in S. cerevisiae; GFP response vs DMSO, % at 10 µM; AID 2023; actives 0.34% (n = 320,000); S. cerevisiae LAP4-GFP multiplex, flow cytometry GFP, 3 h; median GFP as percent of DMSO wells;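 active = GFP response vs DMSO above a set limit, about the screen mean plus 3 SD, cut at about 150% in these data; inconclusive = under 70 cell events counted for the yeast strain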
GRK2 inh: human GRK2 inhibition via aptamer displacement. inhibition of aptamer binding, % at 10 µM. P25098. actives 0.59% (n = 330,000). AID 488847. bead flow cytometry, FAM-aptamer displacement from GRK2;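 active = inhibition of aptamer binding above 40%, roughly 3 SD of noise, on plates passing a quality check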;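 also: median bead fluorescence of bound FAM aptamer so fluorescent compounds give negative values; no value below 0 was filed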
Target sequence (P25098 whole entry, looked up): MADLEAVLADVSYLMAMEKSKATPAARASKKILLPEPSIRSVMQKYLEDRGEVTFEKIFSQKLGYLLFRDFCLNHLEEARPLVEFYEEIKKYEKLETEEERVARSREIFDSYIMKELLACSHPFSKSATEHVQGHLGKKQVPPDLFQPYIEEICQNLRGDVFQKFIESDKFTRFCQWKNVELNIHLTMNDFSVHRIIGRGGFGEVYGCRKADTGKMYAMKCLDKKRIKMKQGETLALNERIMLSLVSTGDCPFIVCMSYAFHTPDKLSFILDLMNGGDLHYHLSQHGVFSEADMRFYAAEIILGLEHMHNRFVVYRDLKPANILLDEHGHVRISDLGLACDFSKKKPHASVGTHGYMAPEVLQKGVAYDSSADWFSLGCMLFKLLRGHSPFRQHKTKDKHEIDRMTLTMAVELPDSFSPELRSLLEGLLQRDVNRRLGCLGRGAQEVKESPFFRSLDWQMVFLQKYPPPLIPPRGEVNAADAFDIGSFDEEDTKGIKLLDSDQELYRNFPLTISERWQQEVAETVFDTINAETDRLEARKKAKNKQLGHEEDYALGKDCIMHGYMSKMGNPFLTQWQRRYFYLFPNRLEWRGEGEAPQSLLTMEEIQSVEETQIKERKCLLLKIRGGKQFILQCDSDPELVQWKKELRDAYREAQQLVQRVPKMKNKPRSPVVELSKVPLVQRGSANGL
Yeast superoxide: lowers age-related superoxide in aged yeast cells; AID 2690; actives 0.18% (n = 330,000); S. cerevisiae aged cells, superoxide DHE fluorescence; stronger effect = lower value; superoxide response (% of plate mean), % at 10 µM;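 active = superoxide response under a set limit, about three screen SD below normal, cut at about 65% in these data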;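 also: yeast aged for seven days with compound at 30 °C before DHE staining; 100% = average MFI of all compound-treated wells on the plate with controls excluded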
CIT2-GFP yeast: modulators of TOR pathway CIT2-GFP in S. cerevisiae | S. cerevisiae CIT2-GFP strain, flow cytometry, 3 h; 100 means same as DMSO wells | GFP response vs DMSO, % at 10 µM | actives 0.065% (n = 320,000);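 active = GFP response relative to DMSO above a set limit, near the screen mean plus 3 SD, cut at about 150% in these data; inconclusive = Fewer than 70 cells measured for a yeast strain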;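 also: ratio of well median GFP fluorescence to mean of DMSO wells on the plate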
AGP1-GFP MLPCN: alters AGP1-GFP fluorescence in TOR pathway yeast screen. GFP response vs DMSO, % at 10 µM. actives 0.02% (n = 320,000). AID 2066. S. cerevisiae AGP1-GFP multiplex flow cytometry, 3 h; GFP as percent of DMSO wells;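 active = GFP response relative to DMSO above a set limit, near screen average plus 3 SD, cut at about 150% in these data; inconclusive = fewer than 70 cells counted for the yeast strain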;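 also: median GFP channel fluorescence of the gated AGP1 strain per well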
MEP2 TOR yeast: modulators of TOR pathway MEP2-GFP in S. cerevisiae; S. cerevisiae MEP2-GFP strain, flow cytometry GFP, 3 h; 100% = DMSO control level; GFP response vs DMSO, % at 10 µM; actives 0.51% (n = 330,000);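 active = GFP response versus DMSO above a set limit, roughly screen mean plus 3 SD, cut at about 180% in these data; inconclusive = fewer than 70 cells counted for a yeast strain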;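 also: median GFP fluorescence of the barcode-gated MEP2-GFP cells per well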
An asterisk follows results filed as active; ? = inconclusive; / = no result given; [ ] = another dose, or the depositor's remark.

SMILES	RPL19A TOR yeast	VLA-4 inh	LAP4 TOR yeast	GRK2 inh	Yeast superoxide	CIT2-GFP yeast	AGP1-GFP MLPCN	MEP2 TOR yeast
O=c1[nH]c2ccccc2n1CCCN1CCCCC1	97	1	111	0	104	99	102	106
O=C(O)C1CC=CCC1C(=O)Nc1cc(Cl)ccc1Cl (stereo unspecified)	97	21	99	4	108	91	97	97
CNS(=O)(=O)c1ccc(C(=O)NCC(=O)NCC2COc3ccccc3O2)cc1 (stereo unspecified)	97	7	105	6	121	89	97	98
O=C(Nc1nn[nH]n1)C12CC3CC(CC(C3)C1)C2	102	9	101	2	127	103	100	108
Cc1ccc(Cl)cc1N(CC(=O)N1CCCCCC1)S(C)(=O)=O	93	5	88	3	103	/	99	101
NC(=O)C1CCCN(S(=O)(=O)c2ccc(Br)cc2)C1 (stereo unspecified)	101	1	104	0	99	115	112	107
Cc1noc(C)c1C(=O)N1CCN(CCc2ccccc2)CC1	99	28	98	0	95	93	99	103
CCCC1=NN(c2ccc([N+](=O)[O-])cc2)C(=O)/C1=C/N(C)C	107	2	94	6	104	101	96	99
C=CCn1c(SCC(=O)c2c(N)n(CCC)c(=O)n(C)c2=O)nc2sc(CC)cc2c1=O	96	-1	98	0	106	110	101	107
CC(=O)Nc1ccc(NC(=O)c2ccccc2CC[N+](=O)[O-])cc1	90	2	95	0	92	90	93	95
COc1cc(-c2ccc(=O)[nH]n2)ccc1OC(F)F	102	9	100	0	97	107	100	97
COc1ccc(CC(=O)N2CCc3ccccc3C2)cc1	103	5	115	0	90	90	89	109
CC1CCC(CN2C(Nc3ccccc3)=NC[C@@H]2Cc2ccccc2)CC1 (stereo partly specified)	96	28	86	0	133	86	89	96
Cc1cc(C)nc(NC(=O)c2ccc(Cl)cc2Cl)n1	100	6	105	0	113	96	106	98
CC1CN(C(=O)c2cc3cc(Cl)cc(Cl)c3oc2=O)CC(C)O1 (stereo unspecified)	98	6	93	4	94	97	101	99
COc1ccc(CCNC(=O)CSc2ccc3nnc(CCNC(=O)c4ccc(C)cc4)n3n2)cc1OC	93	4	79	61*	104	98	89	91
O=c1[nH]n(-c2ccccc2Cl)c(=O)c2ccccc12	99	-1	99	0	95	101	94	100
C=CCNC(=O)c1onc(CS(=O)(=O)c2cc(C)cc(C)c2)c1C(=O)NCC=C	107	9	104	1	100	94	98	99
CC(Cc1ccccc1)NC(=O)CN1C(=O)c2ccccc2S1(=O)=O (stereo unspecified)	100	-9	104	2	110	96	100	109
O=C1CCCN1c1ccc(S(=O)(=O)Nc2cccnc2)cc1	91	6	96	1	104	95	97	95
CCN1CCN(C(=O)c2ccccc2N(C)S(=O)(=O)c2ccc(C)cc2)CC1	95	6	104	0	104	94	98	95
CC(/C=N/NC(=O)CNc1n[nH]c(=O)[nH]c1=O)c1ccccc1 (stereo unspecified)	97	6	101	0	96	105	102	97
Cc1ccc(S(N)(=O)=O)c(C)c1N1CCCC1=O	99	0	107	1	101	98	100	97
Cc1c(C(=O)OCC(=O)N2c3ccccc3CC2C)oc2ccccc12 (stereo unspecified)	102	27	105	1	91	93	105	101
O=[N+]([O-])c1ccc(N2CCCC2)nc1N1CCCC1	97	-7	113	1	85	79	88	92
CCOc1ccccc1CNC(=O)CCCc1cn(C)c2ccccc12	103	4	106	0	107	95	104	112
Cc1c(NC(=S)N/C(=N/S(=O)(=O)c2ccccc2)c2ccccc2)c(=O)n(-c2ccccc2)n1C	93	8	95	0	101	93	98	96
O=C(NC1CC1)C1=C[C@H](c2c[nH]c3ccccc23)C[C@H](OCCCCO)O1	98	-13	135	2	92	120	94	102
NC(=O)COC(=O)c1cccc(S(=O)(=O)N2CCN(c3ccccc3)CC2)c1	99	7	81	0	97	83	89	86
CSc1cccc(NC(=S)N2CCC(N(C)C3CCCCCC3)CC2)c1	98	2	112	2	79	94	108	95
COc1ccc(C(=O)NCC(=O)N2CCc3ccccc3C2)cc1	103	5	96	1	94	108	103	109
O=C(N/N=C/c1ccc[nH]1)c1cccc(Br)c1	113	-1	105	0	114	110	116	109
CN1C(=O)C(C)(C)c2cc(S(=O)(=O)N3CCCC3C(=O)NCc3ccccc3Cl)ccc21 (stereo unspecified)	94	2	102	1	111	92	96	94
COc1cc(C2/C(=C(\O)c3cc(C)ccc3C)C(=O)C(=O)N2CCN(C)C)ccc1O (stereo unspecified)	104	0	101	0	98	105	106	106
CCN(Cc1ccccc1)S(=O)(=O)c1ccc2c(c1)NC(=O)CS2	104	11	104	0	86	108	109	116
O=C(c1cn(-c2ccccc2)nc1-c1ccc(Cl)s1)N1CCOCC1	95	12	112	0	119	87	88	93
COc1ccc(Br)cc1CNC(=O)c1ccc2c(c1)N(C)CCS2	113	-4	130	0	102	95	99	111
CCN1CCN(C(=O)CCc2nnc(CCc3c[nH]c4ccccc34)o2)[C@@H](C)C1=O	98	3	99	2	105	101	100	105
CN(c1ccccc1)S(=O)(=O)c1cccc(C(=O)OCC(=O)NCc2ccco2)c1	95	8	105	2	116	102	100	109
C=CCn1cc(CN2CCC(C(=O)Nc3ccc(Oc4cccnc4)cc3)CC2)c(C)n1	96	2	94	0	104	105	102	108
CCCc1cc(C(=O)NCCc2ccccc2)no1	101	9	104	0	108	99	100	100
CN(C(=O)CSc1nnc(-c2cccc(F)c2)n1N)C1CCS(=O)(=O)C1 (stereo unspecified)	102	0	114	1	107	106	106	111
O=C(N/N=C/c1ccc(OC(=O)c2ccc([N+](=O)[O-])cc2)cc1)c1cccnc1	108	0	66	0	109	89	93	101
CCN(Cc1ccccc1)C(=O)C1CCN(C/C(C)=C/c2ccccc2)CC1	99	-1	91	1	111	93	89	101
O=C(CCNS(=O)(=O)c1cccc2nsnc12)NCc1ccccc1	103	4	97	1	97	111	98	105
COc1ccc(Cl)cc1NC(=S)NCCN1CCOCC1	97	21	109	0	107	98	96	94
CC(=O)Nc1ccc(NC(=O)CS(=O)(=O)Cc2ccccc2)cc1	119	-5	88	10	77	/	106	117
CCOC(=O)c1[nH]c2ccc(OC)cc2c1NC(=S)N1CCN(c2cccc(Cl)c2)CC1	99	-6	99	0	99	100	98	104
CCOc1c(Cl)cc(Cl)cc1CNCCNCCO	105	5	99	0	86	101	111	106
CC(C)(C)NC(=O)/C=C/c1cccs1	97	9	100	0	97	95	96	104
COc1ccc(S(=O)(=O)N2CCC(C(=O)NC3CC3)CC2)cc1C	97	11	75	1	90	87	92	93
Cc1ccc(C)c(N2CCN(S(=O)(=O)c3cn(C)cn3)CC2)c1	96	4	88	2	99	106	94	110
CS(=O)(=O)N(CC(=O)Nc1ccc(S(=O)(=O)N2CCCC2)cc1)c1ccccc1	102	16	111	1	95	105	104	114
O=C(CCc1n[nH]c(=O)[nH]c1=O)N1CCCCC1	103	-1	101	30	106	99	103	99
CC(C)Cn1cc(C(=O)NCc2cccs2)c2c3ccccc3n(C)c2c1=O	100	3	107	4	62*	107	94	104
Cc1n[nH]c(C)c1CCNC(=O)C1CCC(=O)N(CCc2cccc(F)c2)C1 (stereo unspecified)	99	-8	93	0	97	89	89	99
CN(C)S(=O)(=O)c1ccc(NC(=O)C2CCCN(C(=O)c3ccc(Cl)cc3)C2)cc1 (stereo unspecified)	98	0	94	0	108	94	94	96
CCC1(CC)Nc2ccccc2C(=O)N1c1ccc(OC)cc1	97	4	107	3	91	90	95	102
O=C(CSc1nnc(CCCN2C(=O)c3cccc4cccc(c34)C2=O)n1-c1ccccc1)N1CCCCC1	22*[may fluoresce violet]	12	67[may fluoresce violet]	2	104	?	?	248*[may fluoresce violet]
Cc1ccc(-n2nc(C)c(/C=N/n3c(C)n[nH]c3=S)c2Cl)cc1	90	-16	80	0	84	90	77	94

(next part)
SMILES	RPL19A TOR yeast	VLA-4 inh	LAP4 TOR yeast	GRK2 inh	Yeast superoxide	CIT2-GFP yeast	AGP1-GFP MLPCN	MEP2 TOR yeast
Cc1cccc(N2C(=O)CC(N(O)c3ccccc3)C2=O)c1 (stereo unspecified)	99	0	101	1	93	94	97	100
O=C(Nc1nccs1)C1CC=CCC1C(=O)OCC(F)(F)C(F)F (stereo unspecified)	105	16	114	6	108	100	102	99
COCCn1c(SCC(=O)c2ccc3c(c2)OCCO3)nnc1-c1ccoc1C	89	17	/	0	86	81	86	86
O=C(CN1CCN(S(=O)(=O)c2cc(Cl)ccc2Cl)CC1)c1ccc(O)c(O)c1	99	2	97	0	90	94	95	103
O=C1C(O)=C(O)C(=O)c2ccccc21	100	-29	100	3	131	100	104	109
CCOC(=O)c1sc(NC(=O)CN2CCN(c3ccccc3)CC2)nc1C	102	5	93	8	99	100	95	104
C=CCS(=O)(=O)N1CCCC(Cc2ccccc2C)(C(=O)OCC)C1 (stereo unspecified)	101	-1	93	6	80	100	94	106
O=C(Nc1ccc(F)cc1F)c1cc(-c2ccco2)on1	104	-10	117	0	78	116	113	120
Cc1ccc(CN2CCN(/N=C\C(Br)=C\c3ccccc3)CC2)cc1	104	-6	94	3	89	94	103	100
O=C1CC(N2CCN(S(=O)(=O)c3ccccc3F)CC2)C(=O)N1c1ccccc1Cl (stereo unspecified)	100	27	98	3	101	97	99	100
Cn1c(=O)n(C)c2cc(NC(=O)Cc3ccccc3[N+](=O)[O-])ccc21	102	13	97	3	94	107	97	113
c1ccc(N2CCN(Cc3ccsc3)CC2)nc1	107	-3	106	0	96	110	111	106
C=CC[n+]1c(-c2ccccc2)csc1NC(C)(C)C	100	0	101	0	94	96	100	102
C#CCOCCOCCOCCNc1nc(N2CCN(C(=O)CCCCCCCCCCNC(=O)[C@H]([C@@H](C)CC)n3cc(CCCCN=C(N)N)nn3)CC2)nc(N2CCN(C(=O)CCCCCCCCCCNC(=O)[C@H](CO)n3cc(CCCSC)nn3)CC2)n1	93	14	135	0	89	91	85	88
O=C(CN(CCO)c1ccccc1)Nc1ccc(Cl)c(S(=O)(=O)N2CCOCC2)c1	95	2	112	0	93	90	95	92
O=C(CN1CCOCC1)Nc1ccc(S(=O)(=O)NC2CCCCC2)cc1	92	2	97	2	129	90	92	96
O=C(NC1CCCCC1)N1CCCC(CNS(=O)(=O)Cc2ccccc2)C1 (stereo unspecified)	97	9	88	0	111	104	95	115
CC(C)c1ccc(NC(=O)CSc2nc3ccsc3c(=O)n2CCC(=O)O)cc1	97	2	97	1	73	106	99	99
Cc1sc(NC(=O)c2sc3nc4c(C)cccc4cc3c2N)c(C#N)c1C	94	-455	86	0	100	103	94	93
CCc1ccc(NC(=O)Cn2nnc(C(=O)NCc3ccc(OC)cc3)c2N)cc1	78	7	103	0	93	107	20	145
O=c1c([N+](=O)[O-])c(O)c2ccccc2n1Cc1ccccc1	103	3	103	3	91	104	108	98
CCOC(=O)c1cccc(NC(=O)c2ccco2)c1	106	0	102	2	79	/	106	108
Cc1c2cnn(CC(=O)NCCCN3CC(C)CC(C)C3)c(=O)c2c(C)n1Cc1ccc(Cl)cc1 (stereo unspecified)	104	16	108	0	119	97	109	113

No new results follow: 2 of the compounds above.
SMILES	RPL19A TOR yeast	VLA-4 inh	LAP4 TOR yeast	GRK2 inh	Yeast superoxide	CIT2-GFP yeast	AGP1-GFP MLPCN	MEP2 TOR yeast
Cc1noc(C)c1C(=O)N1CCN(CCc2ccccc2)CC1	99	28	98	0	95	93	99	103
CCCC1=NN(c2ccc([N+](=O)[O-])cc2)C(=O)/C1=C/N(C)C	107	2	94	6	104	101	96	99
